# TDP1 cell CPT: qHTS for Inhibitors of human tyrosyl-DNA phosphodiesterase 1 (TDP1): qHTS in cells in presence of CPT; chicken DT40 Tdp1-/-;hTDP1 cells + 20 nM CPT, ATP luminescence, 48 h; Potency, µM (highest dose often 46.2 µM), for the others: top-dose activity change, negative = growth inhibition, actives largely listed as inhibitors; 12% of 420,000 active; AID 686979, 2013; further: nearly all actives have a fitted effect of over 55% in size
#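 Cell growth measured by CellTiter-Glo luminescence after a minimum 48 h, 37 C compound exposure with 20 nM CPT in Tdp1-knockout DT40 cells stably expressing hTDP1, seeded 400/well; qHTS titration format.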
# TDP1 block: qHTS Assay for Inhibitors of Tyrosyl-DNA Phosphodiesterase (TDP1); 0.28% of 350,000 active; Potency, µM (doses to about 130 µM), for inactives: top-dose activity change, negative = inhibition, usual class: inhibitors; recombinant TDP1, AlphaScreen DNA substrate cleavage; further: nearly all actives have a fitted effect of over 40% in size
# Target sequence (Q9NUW8 whole entry, looked up): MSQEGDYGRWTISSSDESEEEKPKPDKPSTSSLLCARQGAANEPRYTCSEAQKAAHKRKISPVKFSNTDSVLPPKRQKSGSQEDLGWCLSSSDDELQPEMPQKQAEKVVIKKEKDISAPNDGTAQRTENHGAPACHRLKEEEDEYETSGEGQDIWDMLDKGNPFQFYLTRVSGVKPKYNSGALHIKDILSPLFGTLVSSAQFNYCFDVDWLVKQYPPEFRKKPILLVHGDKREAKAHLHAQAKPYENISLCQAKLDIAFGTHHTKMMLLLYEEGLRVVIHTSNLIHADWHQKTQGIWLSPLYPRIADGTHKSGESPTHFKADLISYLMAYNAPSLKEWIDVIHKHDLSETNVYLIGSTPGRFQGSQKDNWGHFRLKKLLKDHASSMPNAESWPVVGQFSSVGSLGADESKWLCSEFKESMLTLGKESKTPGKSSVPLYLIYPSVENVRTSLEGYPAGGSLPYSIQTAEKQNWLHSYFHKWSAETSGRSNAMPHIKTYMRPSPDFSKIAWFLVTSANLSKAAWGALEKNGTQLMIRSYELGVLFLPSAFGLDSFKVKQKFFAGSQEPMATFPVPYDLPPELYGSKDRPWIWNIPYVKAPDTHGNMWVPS
#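 Compounds were preincubated with Tdp1 (1 nM final) for 15 min at room temperature before substrate (15 nM final) started a 5 min reaction; beads (10 ug/ml final) were then added for 10 min before AlphaScreen detection.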
# TDP1 cell noCPT: qHTS for Inhibitors of human tyrosyl-DNA phosphodiesterase 1 (TDP1): qHTS in cells in absence of CPT; DT40 Tdp1-/- hTDP1 cells, no CPT, ATP luminescence, 48 h; Potency, µM (highest dose often 46.2 µM), for inactives: at the top dose activity change, negative = growth inhibition, hits mostly inhibitors; 15% of 420,000 active; AID 686978, 2013; further: nearly all actives have a fitted effect of over 55% in size
#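 No-CPT arm: Tdp1-/-;hTDP1 DT40 cells (400/well) plus compounds, incubated ≥48 hr at 37 °C. Readout CellTiter-Glo luminescence.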
# * = called active by the depositor; ? = inconclusive; nt = not tested or not shown; [ ] = dose if it differs, or a comment. The call rests on the fitted dose curve; in most records, active means well fitted curve in the direction sought with a large enough effect; inconclusive means small, poorly fitted or top-dose-only effect, or another doubt; inactive means no such curve, though single readings can be large; an effect the other way counts as inactive or inconclusive. On the % scale 0 is the no-effect control and ±100 the full control effect; potency means the concentration at half of the fitted maximal effect.
SMILES,TDP1 cell CPT,TDP1 block,TDP1 cell noCPT
O=C(N/N=C/c1cc(Cl)cc([N+](=O)[O-])c1O)c1ccc2c(c1)OCO2,16µM*,nt,9.2µM*
CN(C)C(=O)C1=NOC2(C1)C(=O)Nc1ccccc12 (configuration not stated),-2%,nt,-13%
CC(C)N(C(=O)[C@H]1C[C@H](CC(=O)NCCCN(C)C)C(=O)N2CCc3c([nH]c4ccc(Cl)cc34)[C@]12C)C(C)C,?,1%[56.1 µM],15µM*
CCOc1ccc(C(=O)c2ccc(OCC)c(N)c2)cc1N,?,5%,29µM*
COc1ccc(-c2nc(CS(=O)CC(=O)NCCN3CCCCCC3)c(C)o2)cc1OC (configuration not stated),8%,1%,-2%
O=C(OCC1CC(c2ccccc2Cl)=NO1)c1ccc(Br)cc1 (configuration not stated),21%,-3%,0%
CCOC(=O)C1CCCN(C(=O)c2nn(-c3ccc(OC)cc3)c(=O)c3c2c2ccccc2n3C)C1 (configuration not stated),-28%,-5%,?
Cc1cc(C(=O)N2CCc3ccccc32)c2cc(F)ccc2n1,-7%,8%,-26%
O=c1ccc(/C=C/c2ccccc2)nn1Cc1ccc(F)cc1,5%,-4%,-23%
Cc1ccc(CNC(=O)CS(=O)CC(=O)O)cc1 (configuration not stated),1%,nt,-13%
CCCCCCCCC(=O)N/N=C(\C)c1ccco1,?,-3%,-27%
CCOC(=O)c1c(C)oc2nc(C)nc(NCCCN3CCN(c4ccc(F)cc4)CC3)c12,21µM*,3%,21µM*
Cc1nc(-c2ccccc2)sc1C1(C)CC(c2ccccc2F)=NO1 (configuration not stated),-1%,nt,-15%
CCN1CCN(c2nc(Nc3ccc(NC(C)=O)cc3)nc(Nc3ccc(NC(C)=O)cc3)n2)CC1,-3%,-4%,-14%
CCOC(=O)C1(CC2CCCCO2)CCN(C2CCSCC2)CC1 (configuration not stated),2%,nt,-23%
O=C(CN1CCCC1)Nc1ccc([N+](=O)[O-])cc1Cl,0%,2%,4%
Cc1sc2nc(CN3CCOCC3)nc(Cl)c2c1C,-10%,4%,-15%
CCC(=O)Nc1ccc(Cl)c(NC(=O)C(C)C)c1,-19%,1%,2%
O=C(COC(=O)c1nc(Cl)ccc1Cl)NC1CCCCC1,-7%,1%,10%
CC(C)[C@H](NC(=O)c1ccccc1Br)C(=O)OCc1nc2ccsc2c(=O)[nH]1,-22%,nt,-26%
O=C(c1ccco1)N1CCN(C2c3ccccc3-c3ccccc32)CC1,?,7%,?
O=C(NCCS(=O)(=O)N1CCN(c2ccccc2F)CC1)C(c1ccccc1)c1ccccc1,-7%,2%,-20%
CCCCc1nc(NCc2ccccc2)c(C#N)c2c1COC(C)(C)C2,-28%,0%,?
Oc1ccccc1-c1nc(NCc2ccccc2)c2ccccc2n1,7%,nt,?
COc1ccc(N2CCN(S(=O)(=O)c3cc4c(cc3C)NC(=O)CO4)CC2)cc1,-15%,nt,-17%
Nc1nc(N2C(=O)C3CC=CCC3C2=O)nn1-c1ccccc1 (configuration not stated),-15%,2%,-14%
COc1ccccc1NC(=O)C1=C(C)Nc2nnnn2C1c1cccc(C)c1 (configuration not stated),?,5%,?
COc1ccccc1N1CCN(S(=O)(=O)c2ccc3c(c2)NC(=O)C(C)S3)CC1 (configuration not stated),?,4%,-10%
COc1cc(CO)c(Br)cc1OCC(=O)Nc1ccccc1C,-6%,5%,10%
Cc1cc(NC(=O)C2CCCC2)nc2c1c(=O)oc1ccccc12,?,7%,18µM*
CCOc1ccc(C(=O)Nc2cc(-c3nc4ccccc4[nH]3)ccc2Cl)cc1[N+](=O)[O-],?,nt,23µM*
COc1ccccc1NS(=O)(=O)c1cc(N)ccc1N1CCCCC1,-24%,-7%,?
COc1ccc(C(=O)N/C(=C/c2cccs2)c2nc3ccccc3[nH]2)cc1OC,?,5%,?
Cc1sc2ncn(CC(=O)Nc3cccc(C(F)(F)F)c3)c(=O)c2c1S(=O)(=O)N1CCN(C)CC1,?,0%,-87%
O=C(c1ccc(F)cc1)C1CCN(C(=S)Nc2ccccc2)CC1,-12%,-1%,-24%
CS(=O)(=O)c1oc(-c2ccc(F)cc2)nc1S(=O)(=O)c1ccc(Cl)cc1,0.58µM*,0%,0.82µM*
Cc1nn(Cc2ccccc2)c2sc(C(=O)N3CCN(Cc4ccc5c(c4)OCO5)CC3)cc12,16µM*,6%,?
Cc1cc(N2CCOCC2)nc(SCc2c(Cl)cccc2Cl)n1,?,-7%,?
FC(F)(F)c1cccnc1-n1cncn1,11%,3%,1%
C=CCn1sc(N)c(C(=O)OCC)c1=S,-7%,-1%,-9%
CS(=O)(=O)N(CC(=O)NCc1cccnc1)Cc1ccc(Cl)cc1,-3%,2%,-12%
COC(=O)Cc1c(C)nc2nc[nH]n2c1=O,7%,7%,3%
Cc1ccccc1CN1C[C@H]2CON(C)[C@H]2C[C@H]1c1cccc(Br)c1,0%,nt,-29%
CCOC(=O)[C@H]1CCC[C@@H](NS(=O)(=O)c2ccc(NC(C)=O)cc2)C1,-24%,3%,-28%
O=C(NC1CCN(Cc2ccccc2)CC1)C1CCN(S(=O)(=O)c2cccc3nsnc23)CC1,?,0%,?
COc1ccc(Cl)c(-c2cc(C(=O)NCc3ccc(C(F)(F)F)cc3)[nH]n2)c1,16µM*,nt,?
Cc1ccc(S(=O)(=O)N2CCOCC2)cc1C(=O)Nc1ccc(C(N)=O)cc1,5%,5%,26%
O=C(Cn1cc([N+](=O)[O-])cn1)NCCc1nc2ccccc2[nH]1,-17%,10%,-2%
O=C(NCc1ccc(F)cc1)C1CCN(S(=O)(=O)c2ccc(Cl)cc2)CC1,3%,2%,?
CCN(CC)C(=O)COc1ccc2c(-c3ccc(OC)cc3)cc(=O)oc2c1,?,79µM*,?
COc1ccc(-c2oc3ccccc3c2C(=O)Oc2ccccc2)cc1,-2%,nt,?
CC(Sc1nc(N(C)C)nc(N2CCOCC2)n1)C(=O)Nc1ccccc1 (configuration not stated),-26%,1%,7.3µM*
Cc1ccc(S(=O)(=O)NNC(=O)c2ccc(F)cc2)cc1,1%,2%,-4%
COc1ccc(S(=O)(=O)N2CCOCC2)cc1NC(=O)COc1ccc(C)cc1,?,0%,?
CCn1c(=O)[nH]c2cc(C(=O)Nc3cc(C)cc(C)c3)ccc2c1=O,-17%,3%,?
C[C@H](CO)N1C[C@H](C)[C@H](CN(C)C(=O)c2ccc3ccn(C)c3c2)OCc2cnnn2CCCC1=O,-4%,nt,-24%
CN(Cc1ccccc1)c1ccc(C(CC(N)=O)NC(=O)c2ccccc2)cc1[N+](=O)[O-] (configuration not stated),23µM*,nt,16µM*
Cc1ccc(S(=O)(=O)c2nc(-c3ccco3)oc2SCC(=O)Nc2ccc(F)cc2)cc1,?,6%,?
O=C(CC(=O)N/N=C\c1ccccc1[N+](=O)[O-])NCCc1ccccc1,-4%,nt,-3%
COc1cc(-c2nnc(-c3ccncc3)o2)ccc1OCc1ccccc1,?,1%,9.2µM*
# (listing goes on)
SMILES,TDP1 cell CPT,TDP1 block,TDP1 cell noCPT
O=C(Nc1cccc(Br)c1)c1ccc(CN2CCc3ccccc3C2)cc1,?,nt,16µM*
O=C(c1ccc(Cn2c(=O)[nH]c3ccccc3c2=O)cc1)N1CCN(c2ccc(Cl)cc2)CC1,23µM*,2%,16µM*
CC1(C)Cc2c(cnn2-c2cccc(F)c2)C(NC(=O)CCN2CCCC2=O)C1 (configuration not stated),-30%,3%[56.1 µM],-17%
Cn1c(=O)c2cc(NC(=O)NCc3ccccc3)ccc2n1Cc1cccc(C(F)(F)F)c1,?,nt,?
Cc1c(NC(=O)c2cccc(NC(=O)Cc3c(F)cccc3Cl)c2)c(=O)n(-c2ccccc2)n1C,-8%,-3%,21%
O=C(Nc1cccnc1Cl)c1cc(-c2ccc(O)cc2)on1,16%,50µM*,2%
CCC(C(=O)Nc1c[nH]c(=O)[nH]c1=O)c1ccccc1 (configuration not stated),-7%,-3%,-25%
CN(C)S(=O)(=O)c1cccc(NC(=O)c2cccc(NS(=O)(=O)c3ccccc3)c2)c1,21µM*,-9%,?
O=C(C[C@H]1C[C@H]2c3cc(NC(=O)CC4CC4)ccc3O[C@H]2[C@H](CO)O1)NCc1ccccc1F,-7%,nt,?
CCc1ccc(CN2CCC(n3nccc3NC(=O)c3ccccc3OC)CC2)o1,?,nt,?
CC1CCN(C(=O)COc2ccccc2F)CC1,3%,2%,-23%
COC(=O)C1OC2(OC1C(=O)OC)c1ccccc1-c1ccccc12 (configuration not stated),15%,3%,-19%
CCN(C(=O)Cn1c(=O)n(Cc2ccccc2)c(=O)c2ccccc21)c1cccc(C)c1,-11%,5%,?
O=S(=O)(NCc1ccccc1)c1ccc(S(=O)(=O)NCC2CCCO2)cc1 (configuration not stated),3%,6%,-10%
COC(=O)N1C(=O)[C@](c2ccccc2)(C(C)C)N1C(=O)OC,?,nt,?
O=C1c2[nH]nc(-c3ccccc3O)c2C(c2ccccc2)N1Cc1ccco1 (configuration not stated),23µM*,4%,21µM*
COc1ccc(-c2csc(NC(=O)c3ccccc3S(C)(=O)=O)n2)cc1,-27%,-1%,?
Cc1cccc(NC(=O)c2ccc(S(=O)(=O)N3CCCCCC3)cc2)n1,-4%,-3%,13µM*
Oc1ccc(-n2cccc2/C=N/n2cnnc2)cc1,-2%,4%,?
O=C(Nc1cccc(S(=O)(=O)N2CCCC2)c1)c1cncc(Br)c1,?,0%,13µM*
Cc1cc2ncc(-c3cccs3)nc2cc1C,-25%,nt,?
O=C(c1cccc2ccccc12)N1CCCCC1,0%,5%,-18%
CC1CC(C)CN(S(=O)(=O)c2cc3c4c(c2)CCN4C(=O)CC3)C1 (configuration not stated),5%,3%[0.505 µM],-1%
COC(=O)c1ccccc1NC(=O)C1(c2cccs2)CCOCC1,?,0%,21µM*
Cc1ccsc1C(=O)OCC(=O)N1CCN(C(=O)c2ccco2)CC1,2%,5%,2%
O=C(/C=C/c1ccccc1O)c1ccccc1,21µM*,nt,15µM*
COCCn1c(=O)[nH]c2cc(C(=O)NCCN3CCN(c4cccc(Cl)c4)CC3)ccc2c1=O,15µM*,2%,3.3µM*
Cc1cc(C)cc(NC(=O)CCS(=O)(=O)c2cccc3nsnc23)c1,-5%,6%,9%
CCCNC(=S)N(Cc1cc2cc(C)ccc2n2nnnc12)CC(C)(C)CN(C)C,?,5%,?
Cc1cc(C)cc(OCC(=O)NC2=NCCS2)c1,-26%,9%,-17%
O=C(O)C1C2C=CC(C2)C1C(=O)Nc1cccc(C(F)(F)F)c1 (configuration not stated),2%,nt,-12%
CC1(c2cccc(Br)c2)NC(=O)N(CC(=O)Nc2cccnc2Cl)C1=O (configuration not stated),8%,0%,-2%
CSc1ccc(C2=CC(=O)C[C@H](c3ccc4c(c3)OCO4)C2)cc1,?,3%,?
COc1ccccc1C(=O)COC(=O)c1cc(S(=O)(=O)N2CCCCC2)ccc1N1CCOCC1,?,nt,?
Cc1ccc(C(=O)N(CC(C)C)c2nc3ccccc3s2)o1,?,nt,?
CC(=O)CSc1nsc(SCC(C)=O)c1C#N,18µM*,5%,18µM*
CCOC(=O)/C(C#N)=C\c1ccc(OCC(=O)Nc2ccc(C)cc2C)c(OC)c1,4%,2%,?

# Structural class: those above containing an NH in an aromatic ring.
SMILES,TDP1 cell CPT,TDP1 block,TDP1 cell noCPT
CC(C)N(C(=O)[C@H]1C[C@H](CC(=O)NCCCN(C)C)C(=O)N2CCc3c([nH]c4ccc(Cl)cc34)[C@]12C)C(C)C,?,1%[56.1 µM],15µM*
CC(C)[C@H](NC(=O)c1ccccc1Br)C(=O)OCc1nc2ccsc2c(=O)[nH]1,-22%,nt,-26%
CCOc1ccc(C(=O)Nc2cc(-c3nc4ccccc4[nH]3)ccc2Cl)cc1[N+](=O)[O-],?,nt,23µM*
COc1ccc(C(=O)N/C(=C/c2cccs2)c2nc3ccccc3[nH]2)cc1OC,?,5%,?
COC(=O)Cc1c(C)nc2nc[nH]n2c1=O,7%,7%,3%
COc1ccc(Cl)c(-c2cc(C(=O)NCc3ccc(C(F)(F)F)cc3)[nH]n2)c1,16µM*,nt,?
O=C(Cn1cc([N+](=O)[O-])cn1)NCCc1nc2ccccc2[nH]1,-17%,10%,-2%
CCn1c(=O)[nH]c2cc(C(=O)Nc3cc(C)cc(C)c3)ccc2c1=O,-17%,3%,?
O=C(c1ccc(Cn2c(=O)[nH]c3ccccc3c2=O)cc1)N1CCN(c2ccc(Cl)cc2)CC1,23µM*,2%,16µM*
CCC(C(=O)Nc1c[nH]c(=O)[nH]c1=O)c1ccccc1 (configuration not stated),-7%,-3%,-25%
O=C1c2[nH]nc(-c3ccccc3O)c2C(c2ccccc2)N1Cc1ccco1 (configuration not stated),23µM*,4%,21µM*
COCCn1c(=O)[nH]c2cc(C(=O)NCCN3CCN(c4cccc(Cl)c4)CC3)ccc2c1=O,15µM*,2%,3.3µM*

# Compound activity deposited in PubChem by National Center for Advancing Translational Sciences (NCATS).

# An unsorted share of the library; 18% or so of the library scored in one or more.
